T cell modulator: modulates CD8 T cell binding to vesicles | 2C CD8+ T cell-vesicle binding, flow cytometry; stronger effect = lower value | calls only at 7 µM | 0.068% of 330,000 active;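 active means response, share of CD8 T cells binding vesicles, and their 90th percentile fluorescence all below set limits, cut at about 80% in these data, passing the limit was not always enough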
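Assay system: 2C TCR transgenic mouse naive CD8+ T cells, MACS-purified | Read-out: CD8+ gate FL2 mean fluorescence as % of same-row positive control | Signal: High-throughput flow cytometry with anti-B7-1 and anti-CD8 staining | Timing: Binding step 1.5 h, 37 °C, antibody labelling 20 min, ice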
MgcRacGAP inhibition: MgcRacGAP GTPase-activating activity inhibitors, confirmation, biochemical, ADP Hunter fluorescence | MgcRacGAP-stimulated Rac1 GTP hydrolysis, ADP Hunter fluorescence; higher % means a stronger effect; GST-tagged Rac1 F28L mutant substrate | one-dose inhibition, % at 30 µM; IC50 in µM for titrated hits | 0.6% of 340,000 active;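 active means first-screen hits whose inhibition reached a set limit at any dose in the follow-up dose series; inconclusive means inhibition above the set first-screen limit but never retested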;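 further: fluorescence reports GDP produced by GAP-driven GTP hydrolysis; strong numbers were not always called active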
Salmonella PhoP GFP: inhibitors of PhoP regulon expression, primary screen, Salmonella Typhimurium, GFP reporter (AID 1863) | S. Typhimurium PhoP-regulated promoter GFP reporter, 4 h; higher % means a stronger effect | one-dose inhibition, % at 50 µM; IC50 in µM for titrated hits | 0.16% of 300,000 active;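 active means inhibition over 29.93%, a cutoff 3 SD above the screen mean, later confirmed by dose response; inconclusive means inhibition over 29.93% but no dose response follow-up; inactive means inhibition at most 29.93% or unconfirmed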;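 further: 0% = low Mg2+ inducing control and 100% = high Mg2+ repressing control; strong numbers were not always called active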
b-catenin transl: alters nuclear translocation of beta-catenin in HeLa cells | 0.3% of 190,000 active | nuclear translocation activity, % at 5 µM | immunofluorescence imaging;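 active means nuclear translocation activity above 50% at 5 µM, with a well cell count of 50 or more; inconclusive means wells under 50 cells across six images, flagged as toxic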;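 further: per-cell ratio of nuclear to cytoplasmic median beta-catenin stain intensity; plate controls were DMSO negative control for no effect and GSK-3 inhibitor IX positive control for full effect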
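test system = HeLa cells, endogenous beta-catenin | dosing = single 5 µM dose plus 0.02–20 µM confirmation series | times = compound treatment 24 h, 37°C, 5% CO2 | technique = beta-catenin immunofluorescence imaging with DAPI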
Large T inhibition: TAg ATPase/helicase activity blockers – biochemical (AID 1903); SV40 large T antigen ATPase/helicase inhibition assay; higher % means a stronger effect; inhibition, % at 20 µM, or IC50 in µM where a hit was titrated; 0.39% of 310,000 active; in the data active means a potency from the dose series; inconclusive means inhibition mostly from about 32% at the one dose, without a potency; inactive means the rest, 99 in 100 with inhibition below about 32%; further: strong numbers were not always called active
West Nile antiviral: West Nile virus antiviral activity, cell-based, CPE readout (AID 1621) | West Nile virus-infected cells, CPE inhibition; higher % means a stronger effect | 0.02% of 290,000 active | CPE inhibition, % at 10 µM, or IC50 in µM where a hit was titrated; in the data active means a potency from the dose series; inconclusive means CPE inhibition mostly from about 3.7% at the one dose, without a potency; inactive means the rest, 99 in 100 with CPE inhibition below about 2.2%; further: strong numbers were not always called active
RSV antiviral HEp-2: inhibition of RSV-induced cytopathic effect – HEp-2 cells, primary 10 µM value included (AID 2391) | CPE inhibition, % at 10 µM, or IC50 in µM where a hit was titrated | HEp-2 cells, RSV-induced CPE inhibition; higher % means a stronger effect | 0.13% of 310,000 active; in the data active means a potency from the dose series; inconclusive means CPE inhibition mostly from about 23% at the one dose, without a potency; inactive means the rest, 99 in 100 with CPE inhibition below about 21%; further: strong numbers were not always called active
WT yeast gro inh: growth inhibition of WT yeast, mitochondrial fusion screen | inhibition, % at 10 µM | mitochondrial fusion phenotypic screen, WT strain | 2.1% of 190,000 active | AID 1362; in the data active means inhibition above about 58%; tested in S. cerevisiae
Myeloid diff 2: myeloid differentiation induction. ER-HoxA9 myeloid progenitors, lysozyme-GFP differentiation, flow cytometry. calls only at 10 µM. 1% of 360,000 active. AID 624256;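 active means normalized GFP-positive differentiation at or above the plate's own cutoff, the solvent-only control mean plus 3 SD; inconclusive means no clear call, values can overlap the other calls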;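 further: cells exposed to compound for four days before flow analysis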
WT yeast gro inh mutant strain: second read-out of WT yeast gro inh, no call of its own (marks repeat the call); inhibition, %; mitochondrial fusion phenotypic screen, mutant strain inhibition
b-catenin transl cell count 5 µM: second read-out of b-catenin transl, no call of its own (marks repeat the call); cell count; measured here: cell count, cytotoxicity flag
T cell modulator vesicle-bound %: further read-out of T cell modulator, marked with its call; double positive events, %; measured here: CD8+ vesicle-bound cell fraction;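 binding gate set so that unloaded-vesicle control wells show 10% double positive cells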
Myeloid diff 2 GFP+ MAC1+ %: recorded beside Myeloid diff 2, whose call it bears; GFP+ MAC1+ double positive, %; measured here: differentiation confirmed by MAC1 staining
Active calls of the source: *; i = inactive; ? = inconclusive; · = no result given; + = active, no number; & = joins results of further samples.

SMILES	T cell modulator	T cell modulator vesicle-bound %	MgcRacGAP inhibition	Salmonella PhoP GFP	b-catenin transl	b-catenin transl cell count 5 µM	Large T inhibition	West Nile antiviral	RSV antiviral HEp-2	WT yeast gro inh	WT yeast gro inh mutant strain	Myeloid diff 2	Myeloid diff 2 GFP+ MAC1+ %
CN(CC(=O)Nc1cccc(F)c1)C(=O)c1cc(S(=O)(=O)N(C)C)ccc1N1CCCC1	i	19	4%	5%	·	·	9%	0.1%	1.6%	·	·	i	2.0
CCc1cc2c(=O)n(N)c(CCC(=O)O)nc2s1	i	2	-3%	-15%	-1.7	1085	8%	-0.1%	2.0%	4	3	i	0.7
COc1cnc(-c2ccccc2)nc1Sc1ccccc1	i	15	-1%	-5%	-3.5	1149	-2%	0.2%	0.8%	-15	7	i	0.3
Cn1c2c(c(=O)n(C)c1=O)NC1(N2)C(=O)Nc2ccccc21 (stereo unspecified)	i	50	8%	-9%	-4.1	1226	15%	-0.1%	0.2%	·	·	i	0.6
COc1cc2c(cc1OC)CN(C(=O)CN1CCN(S(=O)(=O)c3ccccc3)CC1)CC2	i	9	10%	-4%	·	·	11%	-0.9%	0.0%	·	·	i	5.9
Cc1ccc(NC(=O)CN2C(=O)N/C(=C/c3ccco3)C2=O)cc1	i	36	15%	0%	·	·	20%	·	1.2%	17	36	i	2.4
CCN(CC(=O)NC1CCS(=O)(=O)C1)C(=O)c1ccc(S(=O)(=O)N(CC)CC)cc1 (stereo unspecified)	i	46	4%	·	·	·	·	·	4.5%	·	·	i	0.3
O=C(CSc1ccc(-c2ccco2)nn1)NC1CCCCC1	i	52	15%	3%	0.3	1104	19%	·	0.0%	-6	-7	i	0.4
CCOC(=O)c1cc(OC(=O)c2ccccc2)n(-c2ccccc2)n1	i	38	8%	-16%	·	·	-1%	-0.5%	1.3%	-13	-9	i	1.9
CC(=O)NC12CC3CC(C1)CC(C(=O)Oc1ccc(N(C)S(=O)(=O)c4cc(C)ccc4C)cc1)(C3)C2	i	44	13%	-4%	·	·	7%	·	41%	·	·	i	0.6
COc1ccc(Cl)cc1N(CC(=O)Nc1ccccc1C(=O)N1CCOCC1)S(C)(=O)=O	i	9	4%	-9%	·	·	29%	-0.3%	1.0%	·	·	i	2.2
Cn1nnnc1SCc1nc2ccccc2[nH]1	i	56	5%	11%	-4.5	962	7%	-0.2%	-0.1%	4	-3	i	0.8
Cc1ccc(NC(=O)C(C)Sc2nc3nc(C)cc(C)n3n2)cc1 (stereo unspecified)	i	34	14%	·	·	·	·	·	0.8%	·	·	i	0.8
CCN(CC)C(=S)SCc1csc(CC(=O)Nc2ccccc2C)n1	i	28	6%	5%	·	·	1%	-1.2%	19%	·	·	i	1.3
CC(C)=N/N=C1\NC(=O)C(C)S1 (stereo unspecified)	i	31	7%	4%	-1.2	1161	17%	0.2%	1.2%	·	·	i	0.8

2 compounds picked at random from the list so far:
SMILES	T cell modulator	T cell modulator vesicle-bound %	MgcRacGAP inhibition	Salmonella PhoP GFP	b-catenin transl	b-catenin transl cell count 5 µM	Large T inhibition	West Nile antiviral	RSV antiviral HEp-2	WT yeast gro inh	WT yeast gro inh mutant strain	Myeloid diff 2	Myeloid diff 2 GFP+ MAC1+ %
CN(CC(=O)Nc1cccc(F)c1)C(=O)c1cc(S(=O)(=O)N(C)C)ccc1N1CCCC1	i	19	4%	5%	·	·	9%	0.1%	1.6%	·	·	i	2.0
Cc1ccc(NC(=O)CN2C(=O)N/C(=C/c3ccco3)C2=O)cc1	i	36	15%	0%	·	·	20%	·	1.2%	17	36	i	2.4

The main list resumes, repeating the four entries before the break.
SMILES	T cell modulator	T cell modulator vesicle-bound %	MgcRacGAP inhibition	Salmonella PhoP GFP	b-catenin transl	b-catenin transl cell count 5 µM	Large T inhibition	West Nile antiviral	RSV antiviral HEp-2	WT yeast gro inh	WT yeast gro inh mutant strain	Myeloid diff 2	Myeloid diff 2 GFP+ MAC1+ %
Cn1nnnc1SCc1nc2ccccc2[nH]1	i	56	5%	11%	-4.5	962	7%	-0.2%	-0.1%	4	-3	i	0.8
Cc1ccc(NC(=O)C(C)Sc2nc3nc(C)cc(C)n3n2)cc1 (stereo unspecified)	i	34	14%	·	·	·	·	·	0.8%	·	·	i	0.8
CCN(CC)C(=S)SCc1csc(CC(=O)Nc2ccccc2C)n1	i	28	6%	5%	·	·	1%	-1.2%	19%	·	·	i	1.3
CC(C)=N/N=C1\NC(=O)C(C)S1 (stereo unspecified)	i	31	7%	4%	-1.2	1161	17%	0.2%	1.2%	·	·	i	0.8
COc1ccc(-c2coc3cc(OC(=O)N4CCOCC4)ccc3c2=O)cc1	i	51	6%	-1%	0.7	1286	15%	-0.2%	·	·	·	i	0.4
Cc1cc(O)ccc1Nc1nc(-c2cccs2)cs1	i	28	47µM*	3%	1.4	983	27%	0.0%	40%	23	9	+	·
O=C(c1csc2c1CCCC2)N1CCN(c2ncccn2)CC1	i	10	4%	1%	·	·	2%	-0.7%	0.2%	13	9	i	6.9
CC(C)(OC(=O)c1cccs1)c1cc2ccccc2c(=O)o1	i	58	4%	·	·	·	·	·	-0.3%	·	·	i	0.7
Cc1ccc(N2C(=O)c3ccc(C(=O)N4CCN(c5ccccc5F)CC4)cc3C2=O)cc1	i	27	12%	-8%	2.7	942	1%&3%	0.5%	2.5%	11	0	i	2.5
CCOC(=O)N1CCC(N(CCOC)C(=O)Nc2ccc(Cl)cc2)CC1	i	40	10%	-7%	·	·	-2%	·	0.6%	5	-17	i	5.5
CC(C(=O)NNS(=O)(=O)c1cccc(C(F)(F)F)c1)n1nnc(N2CCOCC2)n1 (stereo unspecified)	i	46	-18%	-15%	-4.4	1210	-4%	-0.1%	-0.3%	·	·	+	1.6*
COc1ccc(S(=O)(=O)N2CCC(C(=O)Nc3ccc(F)cc3)CC2)c2cccnc12	i	55	5%	-5%	-0.5	1135	0%	0.7%	1.6%	-29	-5	i	0.0
CCCCNC(=O)N(C)c1nncnc1C(=O)NC	i	54	-1%	2%	2.6	1069	3%	0.0%	0.3%	-18	0	i	1.1
O=C(Cn1c(-c2ccco2)nc2ccccc21)N1CCCCC1	i	39	3%	7%	-0.1	1345	-3%	-0.3%	-0.1%	19	3	i	0.2
O=C1c2cccc3cccc(c23)C(=O)N1c1ccc(O)cc1	i	19	14%	-3%	·	·	3%	-0.5%	-0.6%	·	·	i	0.4
Cc1cc(C)n2nc(SCC(=O)c3ccc[nH]3)nc2n1	i	15	9%	-5%	-1.7	952	2%	-0.5%	2.8%	11	6	i	0.7
O=S1(=O)CCOCCCN1Cc1ccccc1	i	17	9%	3%	·	·	8%	1.6%	0.6%	·	·	i	1.5
NC(=O)Nc1ccc(C(=O)OCC(=O)N(Cc2ccccc2)C2CCS(=O)(=O)C2)cc1 (stereo unspecified)	i	37	2%	4%	-0.3	1010	3%	·	0.4%	1	6	i	0.2
Cc1ccc(NC(=O)N2CCN(C(=O)C3CCCO3)CC2)cc1 (stereo unspecified)	i	60	1%	-1%	·	·	5%	0.0%	0.6%	·	·	?	·
Cc1cccc(NS(=O)(=O)c2nnc(NC(=O)C3CCCCC3)s2)c1	i	20	4%	·	·	·	4%	-0.4%	2.4%	·	·	i	2.9
C/C(CCc1oc2ccc(Cl)cc2c1-c1ccc(C)o1)=N\O	i	34	6%	-10%	0.9	1118	7%	0.1%	53%	12	-17	i	0.8
CCc1ccc(OCC(=O)Nc2ccc(S(=O)(=O)Nc3cc(C)on3)cc2)c(Br)c1	i	66	9%	-5%	·	·	10%	0.0%	1.6%	·	·	i	2.8
O=C(CN1C(=O)CSc2ccc(S(=O)(=O)N3CCOCC3)cc21)NCCCN1CCOCC1	i	54	3%	-1%	-0.7	1078	8%	-0.4%	0.4%	1	17	i	0.2
COc1cccc(C(=O)c2cn(CC(=O)NCc3ccco3)c3nc(C)ccc3c2=O)c1	i	5	11%	-8%	·	·	12%	0.3%	0.8%	·	·	?	·
CC(=O)Nc1ccn(-c2ccccc2)n1	i	36	8%	9%	0.1	1028	1%	0.5%	1.1%	-8	-3	i	0.7
CCCCN(C(=O)c1ccc(NC2CC2)c([N+](=O)[O-])c1)c1c(N)n(CC(C)C)c(=O)[nH]c1=O	i	42	5%	·	·	·	·	·	-0.5%	·	·	i	0.8
Cc1ccc(S(=O)(=O)N2CCCOC2)cc1	·	·	-1%	12%	-3.1	1117	1%	0.8%	1.5%	0	0	i	8.3
Cc1ccc2nc3c(nc2c1C)C(O)=C3O	i	30	-41%	-10%	0.5	1283	23%	0.1%	-0.4%	·	·	i	0.7
CCN(c1ccc(OC)cc1)S(=O)(=O)c1cc(-c2cc(C)no2)ccc1OC	i	36	-1%	-3%	·	·	12%	0.6%	6.7%	·	·	i	1.7
CC1(C)CC(CCNC(=O)c2ccco2)CC(C)(C)N1	i	43	0%	-9%	-1.3	992	15%	0.1%	3.1%	-3	13	i	0.5
O=C(NCCC1CCCCN1S(=O)(=O)c1cccs1)C(=O)Nc1ccc(F)cc1 (stereo unspecified)	i	49	6%	-4%	·	·	10%	·	4.2%	·	·	i	0.5
COc1ccc(N(C)C(=O)c2cc3c(s2)-c2c(C)cccc2OC3)c(OC)c1	i	31	8%	-4%	-0.2	1285	14%	1.3%	42%	·	·	i	0.4
Cc1cccc(C)c1NC(=O)CNc1ncnc2sc(C)c(C)c12	i	51	6%	-5%	-0.8	1056	2%	-0.3%	8.9%	-2	-4	i	0.9
COc1ccc(CNC(=O)CN(C)S(=O)(=O)c2ccc3c(c2)c(=O)n(C)c(=O)n3C)cc1	·	·	10%	17%	·	·	11%	-0.2%	-0.4%	·	·	i	0.5
CC1=C(C(N)=O)C(c2cccnc2)n2nc(-c3cccc(C)c3)nc2N1 (stereo unspecified)	i	35	4%	-3%	·	·	-3%	0.4%	-0.7%	-14	-49	i	0.9
O=C(NC(=S)Nc1ncc(Br)cc1Br)c1ccccc1	i	20	7%	2%	·	·	8%	0.6%	17%	·	·	i	0.7
COc1ccc(N(C)S(=O)(=O)c2cccc(C(=O)Nc3nnc(C)s3)c2)cc1	i	22	4%	·	·	·	·	·	0.9%	·	·	i	0.8
